hIAP activ – increases human intestinal alkaline phosphatase activity; 330,000 tested, 0.16% active; purified human IAP, CDP-Star luminescence, 30 min; stronger effect = higher value; 1 = vehicle-only enzyme, 0 = enzyme-free background; activation factor at 10 µM;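 active means activation factor of the enzyme at least 2-fold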; further: the source names both 10 and 20 µM as test concentration; values of inactives mirror those of a sister screen read the other way
Target sequence (P09923 whole entry, looked up): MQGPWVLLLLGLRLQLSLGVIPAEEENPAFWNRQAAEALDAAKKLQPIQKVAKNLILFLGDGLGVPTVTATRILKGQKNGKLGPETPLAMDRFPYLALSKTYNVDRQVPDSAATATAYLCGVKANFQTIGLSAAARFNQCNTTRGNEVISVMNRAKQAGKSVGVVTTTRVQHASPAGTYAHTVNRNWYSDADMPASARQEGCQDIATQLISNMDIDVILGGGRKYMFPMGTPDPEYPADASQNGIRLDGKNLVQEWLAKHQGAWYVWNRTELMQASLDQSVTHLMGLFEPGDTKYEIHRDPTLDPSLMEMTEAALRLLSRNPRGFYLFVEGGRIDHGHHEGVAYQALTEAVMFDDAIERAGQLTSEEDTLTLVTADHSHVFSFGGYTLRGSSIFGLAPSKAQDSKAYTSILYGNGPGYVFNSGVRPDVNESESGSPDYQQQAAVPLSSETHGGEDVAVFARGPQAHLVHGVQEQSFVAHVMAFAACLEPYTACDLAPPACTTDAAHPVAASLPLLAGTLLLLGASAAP
mIAP block – blocks mouse intestinal alkaline phosphatase; purified mouse IAP, CDP-Star luminescence, 30 min; inhibition, % at 10 µM; 330,000 tested, 0.2% active;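 active means inhibition of at least 40% at 10 µM in the primary screen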;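 further: plate controls were DMSO with enzyme for no effect and no enzyme wells for full effect; values of inactives mirror those of a sister screen read the other way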
NLRP3 yeast inh – NALP3 inhibition in yeast; Yeast reconstituted NLRP3/ASC/caspase-1, beta-gal luminescence, 24 h; inhibition, % at 10 µM; 330,000 tested, 0.39% active;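 active means inhibition of 50% or more; inactive means inhibition below 50%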;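 further: plate controls were induced DMSO wells for no effect and uninduced yeast grown without galactose for full effect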
MIN6 prolif – MIN6 beta-cell proliferation induction | MIN6 cells proliferation, ATPlite luminescence, 48 h; cells starved in 0.2% serum; 100% = growth in 10% serum | proliferation, % at 10 µM | 330,000 tested, 0.29% active;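 active means compounds whose signal lies at least 3.5 SD above the mean of all wells on their plate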;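 further: 0% = DMSO-treated cells in low-serum medium and 100% = 10% serum control; some compounds called inactive have numbers as strong as hits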
hIAP block – blocks human intestinal alkaline phosphatase. purified IAP, CDP-Star luminescence, 30 min. inhibition, % at 10 µM. P09923. 330,000 tested, 0.12% active;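 active means inhibition reaching a set limit with compound at 10 µM in the primary screen, cut at about 35% in these data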;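 further: plate controls were DMSO wells with enzyme for no effect and no-enzyme buffer wells for full effect; values of inactives mirror those of a sister screen read the other way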
SENP1 inh – inhibitors of human SENP1 SUMO protease catalytic domain | 360,000 tested, 0.21% active | inhibition, % at 10 µM | recombinant SENP1 catalytic domain, CyPet-SUMO1-YPet FRET cleavage | AID 624204 | Q9P0U3;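 active means inhibition at least 30% at 10 µM, raw YFP signal under a set limit, fluorescence ratio 0.5 to 1.5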;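 further: 0% = enzyme with DMSO and 100% = no enzyme wells; some results filed as inactive read as strong as hits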
Target sequence (Q9P0U3 419-644 limits assumed): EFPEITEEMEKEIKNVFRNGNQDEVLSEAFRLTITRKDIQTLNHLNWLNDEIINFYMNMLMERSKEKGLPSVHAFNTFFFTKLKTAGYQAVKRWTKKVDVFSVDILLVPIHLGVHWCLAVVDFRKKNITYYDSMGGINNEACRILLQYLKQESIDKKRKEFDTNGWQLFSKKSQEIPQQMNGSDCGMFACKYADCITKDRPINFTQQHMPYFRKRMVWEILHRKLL
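System: Recombinant human SENP1 catalytic domain, His6-tagged | Incubation: Enzyme reaction for 50 min at room temperature, dark | Medium: Tris pH 8 with BME, BSA, NP40 and catalase | Also added: 25 nM SUMO1 FRET substrate | Compound: 10 µM single point, 0.5% DMSO | Measured by: FRET fluorescence in CFP and YFP emission channels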
A3G deaminase – inhibitors of human APOBEC3G DNA deaminase; Q9HC16; recombinant A3G, ssDNA deamination FAM/TAMRA fluorescence; inhibition, % at 20 µM; 330,000 tested, 0.28% active; AID 493012;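 active means inhibition of at least 40% at 20 µM, with no more than 30% in the related APOBEC3A deaminase screen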;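 further: plate controls were DMSO wells with A3G for no effect and wells lacking A3G enzyme for full effect; some compounds called inactive have numbers as strong as hits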
A3A deaminase – human APOBEC3A DNA deaminase inhibition. 330,000 tested, 0.41% active. recombinant A3A, FAM/TAMRA ssDNA deamination fluorescence. AID 493011. inhibition, % at 20 µM;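 active means at least 40% inhibition at 20 µM here, with at most 30% in a related deaminase screen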;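 further: plate controls were A3A with DMSO for no effect and wells lacking A3A enzyme for full effect; some results filed as inactive read as strong as hits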
Target sequence (P31941 whole entry, looked up): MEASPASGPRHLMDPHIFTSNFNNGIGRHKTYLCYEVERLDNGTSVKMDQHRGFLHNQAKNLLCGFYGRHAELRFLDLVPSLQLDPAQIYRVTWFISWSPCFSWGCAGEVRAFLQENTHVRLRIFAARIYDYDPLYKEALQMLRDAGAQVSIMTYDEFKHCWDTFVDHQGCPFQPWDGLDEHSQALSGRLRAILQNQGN
mIAP activ – mouse IAP activation. muIAP, CDP-Star luminescence, 30 min; stronger effect = higher value; 1 = vehicle-only enzyme signal, 0 = enzyme-free wells. 330,000 tested, 0.24% active. activation factor at 10 µM;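 active means activation factor of at least 2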; further: the source names both 10 and 20 µM as test concentration; values of inactives mirror those of a sister screen read the other way
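Assay system: mouse IAP enzyme / Compound: DMSO-dissolved test compounds / Timing: 30 min, room temperature / Measured by: luminescence from enzymatic CDP-Star hydrolysis / Control set: DMSO-only wells, enzyme-free buffer wells as negative control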
* marks the source's active call; other numbers are inactive results; nt = not tested or not shown. Not all compounds are listed (hit frequency here may not be typical).

SMILES	hIAP activ	mIAP block	NLRP3 yeast inh	MIN6 prolif	hIAP block	SENP1 inh	A3G deaminase	A3A deaminase	mIAP activ
COc1ccc(OC)c(C2C3=C(N=C4SCC(=O)N42)c2ccccc2CC3)c1 (stereo not given)	1	12	-5	-5	0	-16	-5	-2	0.88
Cc1ccccc1CSc1ccc(-c2ccc3c(c2)OCO3)nn1	0.76	-6	4	0	24	-2	1	1	1.1
Nc1nc(-c2ccccc2)cn1/N=C/c1ccccc1	0.86	13	19	-2	14	-14	-4	-3	0.87
N/C(=N\OS(=O)(=O)c1cccc([N+](=O)[O-])c1)c1ccncc1	1	2	14	-2	-1	3	-3	-6	0.98
C/C(CCc1ccccc1)=N\NC(=S)NCCc1ccccc1	1.3	1	28	-6	-25	3	-5	-6	0.99
CCc1cc(C(=O)NC2CCCc3c2cnn3-c2cccc(C)c2C)n(C)n1 (stereo not given)	0.95	-7	-5	-7	5	nt	-3	-1	1.1
CCOc1nc(NCCC2=CCCCC2)nc(N2CCOCC2)n1	0.91	-3	15	-3	9	2	-3	1	1
CCCCN1C(=O)C(=O)N(CC(=O)c2ccc3c(c2)CCCC3)C1=O	1	2	7	3	0	2	-7	-2	0.98
O=C(O)C1C2C=CC(C2)C1C(=O)OCC1CCCO1 (stereo not given)	1	4	6	-3	-3	3	-5	-8	0.96
Cc1cccc(OCC(O)Cn2c(=N)n(CCN3CCCCC3)c3ccccc32)c1 (stereo not given)	0.97	0	-5	-6	3	-4	-9	12	1

Filtered by structure, those above containing sulfur
SMILES	hIAP activ	mIAP block	NLRP3 yeast inh	MIN6 prolif	hIAP block	SENP1 inh	A3G deaminase	A3A deaminase	mIAP activ
COc1ccc(OC)c(C2C3=C(N=C4SCC(=O)N42)c2ccccc2CC3)c1 (stereo not given)	1	12	-5	-5	0	-16	-5	-2	0.88
Cc1ccccc1CSc1ccc(-c2ccc3c(c2)OCO3)nn1	0.76	-6	4	0	24	-2	1	1	1.1
N/C(=N\OS(=O)(=O)c1cccc([N+](=O)[O-])c1)c1ccncc1	1	2	14	-2	-1	3	-3	-6	0.98
C/C(CCc1ccccc1)=N\NC(=S)NCCc1ccccc1	1.3	1	28	-6	-25	3	-5	-6	0.99

The listing continues.
SMILES	hIAP activ	mIAP block	NLRP3 yeast inh	MIN6 prolif	hIAP block	SENP1 inh	A3G deaminase	A3A deaminase	mIAP activ
Cc1cccc(C(=O)Nc2nnc(S(=O)(=O)N3CCOCC3)s2)c1	1	3	22	-3	-5	2	4	1	0.97
CCOC(=O)C1(Cc2ccccc2C)CCCN(C(=O)c2ccnn2C)C1 (stereo not given)	0.91	3	7	2	9	-1	-7	-3	0.97
COC(=O)c1ccccc1S(=O)(=O)N1CCC(C(=O)NC2=NCCS2)CC1	1.1	2	8	-1	-6	2	-8	-5	0.98
CCOc1ccc(NC(=O)c2cc3cc4ccc(OC)cc4nc3o2)cc1	1.2	2	-3	-3	-18	-12	-1	25	0.98
CCOCCCn1c(=N)c(C(N)=S)cc2c(=O)n3cccc(C)c3nc21	1	14	8	-6	-2	-26	8	7	0.86
CCOc1ccc(NC(=O)C2CCCN(c3c(CC)c(C)nc4ncnn34)C2)cc1 (stereo not given)	1.2	-9	10	-2	-16	1	0	-4	1.1
COc1ccc(CCN(C)C2CCCN(C(=O)Cn3cnnn3)C2)cc1OC (stereo not given)	0.8	-1	18	-4	20	-2	13	-2	1
Cc1ccc(CNS(=O)(=O)c2c(N)n(C)c(=O)n(C)c2=O)cc1	1.1	2	6	-3	-11	0	-7	-2	0.97
CCc1nc2sc3c(c2c(=O)n1CCO)CCC3	1.2	9	4	0	-19	-2	-5	-3	0.91
CC1CCN(C(=O)COC(=O)c2nn(C)c(=O)c3ccccc23)CC1	1.1	-5	9	-4	-11	3	-8	-1	1.1
C=CCSc1nnc(-c2cccnc2)o1	1	-2	17	2	-3	1	-7	0	1
COc1ccc(Cl)cc1NC(=S)Nc1cccc(C)c1	0.95	-10	36	-5	5	-1	-1	4	1.1
Cc1ccc(OCC(=O)N(C)CC(=O)Nc2ccc(N3CCOCC3)cc2)cc1	0.87	-2	12	6	13	1	-4	-2	1
O=C(/C=C/c1ccc(-c2ccc(F)cc2)o1)N1CCCC1	1.1	3	39	2	-5	0	-9	0	0.97
COc1ccc(-c2cc(C(=O)NCc3ccc(Cl)cc3)no2)cc1OC	1.1	-1	16	-3	-8	4	-5	-2	1
O=C(CSc1ncn[nH]1)Nc1cc(S(=O)(=O)N2CCCC2)ccc1Cl	1.1	-4	11	-2	-7	1	-4	1	1
CC(C)N1CCC(NC(=O)NC2CCCCC2)CC1	1.2	-2	1	0	-15	-2	-4	0	1
Cc1cc([N+](=O)[O-])ccc1NC(=O)C(C)[n+]1ccccc1 (stereo not given)	1	-5	9	-2	-4	1	-3	-1	1.1
COc1cccc(/C=N/NC(=O)c2ccc(N(C)S(=O)(=O)c3ccccc3)cc2)c1OC	1.2	14	-4	-2	-19	1	-5	-1	0.86
Cc1ccc(NC(=O)CN(C)C(=O)c2ccccc2OCc2c(C)noc2C)cc1	0.94	6	18	-3	6	1	-10	-4	0.94
Cc1ccc(CN2CCN(CC3CC4C=CC3C4)CC2)cc1 (stereo not given)	1	-5	15	-4	-4	-1	-3	-2	1
O=C(Nc1nc2c(Cl)cccc2s1)C1CC1	0.88	10	0	1	12	2	-8	-6	0.9
Cc1noc(/C=C/Nc2ccc(F)cc2F)c1[N+](=O)[O-]	0.76	9	29	1	24	-25	9	4	0.91
O=C1CC(c2cccs2)CC2=C1C(c1ccccc1)n1ncnc1N2 (stereo not given)	1.1	6	23	-1	-5	1	-7	1	0.94
CCOC(=O)C[n+]1c(C)sc2ccc(OC)cc21	0.96	1	23	-5	4	-2	10	-1	0.99
O=C(O)c1ccc(N=N/C(=N\Nc2ccc(C(=O)O)cc2)c2ccccc2)cc1	0.77	9	33	-5	23	4	-1	3	0.91
COc1ccc(CC(=O)OCc2cc3ccc(C)cc3[nH]c2=O)cc1	0.94	-2	9	-1	6	-2	11	16	1
Cc1ccc2c(c1)C=CC(C)(C)S2=O (stereo not given)	1	7	23	-2	0	1	-4	-4	0.93
CN(C(=O)COC(=O)/C=C/c1ccc(F)cc1)c1c(N)n(Cc2ccccc2)c(=O)[nH]c1=O	1.1	3	19	2	-8	0	-5	3	0.97
Cc1ccc(-c2csc3nnc(SCc4csc(C)n4)n23)cc1	0.83	-1	-5	3	17	2	-12	0	1
CC(=O)Nc1nc(C)nc(-c2ccccc2OC(C)=O)n1	0.83	2	2	-4	17	2	1	1	0.98
C=CCSc1nnc(NC(=O)CCN2C(=O)C3CC=CCC3C2=O)s1 (stereo not given)	0.84	-2	18	-3	16	2	-6	-2	1
CCO[C@H]1OC(C(=O)NC2CC2)=C[C@@H](c2csc3ccccc23)[C@@H]1CCCO	0.98	3	2	-1	2	-1	2	3	0.97
c1ccc(CSc2nnc3ccc(-c4ccncc4)nn23)nc1	0.97	0	0	-3	3	3	1	1	1
COc1ccccc1NC(=O)CN1CCN(CC(=O)Nc2ccc3c(c2)OCO3)CC1	1.3	-14	12	-3	-27	1	7	-3	1.1
CCC(C)C(NC(=O)[C@@H](NC(=O)c1ccccc1F)C(C)C)C(=O)OC (stereo not given in full)	1.1	-2	-6	-3	-6	0	-7	-4	1
CC(C)NC(=O)N1CCN(c2ccncc2S(=O)(=O)N2CCOCC2)CC1	1.1	-4	10	-1	-12	-1	-7	-4	1
O=C(NCc1cccnc1)c1cccc(F)c1	1	-5	-3	-2	-1	-1	-6	-2	1
O=C(Cc1ccc(Cl)cc1)Nc1cc(Cl)ccn1	0.94	9	7	2	6	1	-3	1	0.91
Cc1nc(-c2ccc(S(=O)(=O)Oc3ccc(Cl)cc3Cl)s2)cs1	1.1	1	18	-3	-6	2	3	2	0.99
CCCCOc1ccc(C(=O)NNC(=O)C2C3C=CC(C3)C2C(=O)O)cc1 (stereo not given)	1.1	6	1	1	-8	2	-7	-1	0.94
N#Cc1c(-c2ccco2)cc(-c2ccccn2)nc1N	0.78	8	3	-2	22	-17	23	23	0.92
O=C(CC(Nc1ccccc1)c1ccccc1)C1CC1 (stereo not given)	1.1	4	-35	1	-14	4	-5	-2	0.96
CN(CC(=O)Nc1cccc(F)c1)C(=O)c1ccc(OCC2CCCO2)cc1 (stereo not given)	0.84	-2	9	1	16	-1	-7	0	1
CCCCCCn1c(C)nc2c(c1=O)c1nc3ccccc3nc1n2/N=C/c1ccco1	0.9	10	6	-6	10	-12	-1	0	0.9
CCc1ccc(N2NC(=O)/C(=C/C=C/c3ccco3)C2=O)cc1	0.87	11	-2	-2	13	-4	13	9	0.89
C/C(=N\N(Cc1ccccc1)c1ccccc1)c1cccnc1	0.95	10	13	0	5	2	-7	-3	0.91
Cc1ccccc1NC(=O)C1(C)Cc2ccccc2C(=O)O1 (stereo not given)	0.92	-10	15	0	8	-1	-7	-3	1.1
Cc1ccc(NC(=O)Cn2cnc3sc(C(=O)NCCN(C)C)c(C)c3c2=O)cc1Cl	0.98	0	0	-5	2	nt	-4	-1	1
COc1cc(C(C)=O)ccc1OCC(O)CN1CCN(c2ccc(C)c(C)c2)CC1 (stereo not given)	0.86	2	16	1	14	-1	-10	-8	0.98

Later entries
SMILES	hIAP activ	mIAP block	NLRP3 yeast inh	MIN6 prolif	hIAP block	SENP1 inh	A3G deaminase	A3A deaminase	mIAP activ
CN(CC(=O)NC1CCCCC1)S(=O)(=O)c1cccc2cccnc12	1.1	-2	-2	-2	-15	-1	-6	-2	1
Cc1cc(NC(=O)CCCn2ccc([N+](=O)[O-])n2)n(Cc2ccc(F)cc2)n1	0.87	-9	-3	-1	13	-1	-1	5	1.1
O=C(CCn1c(=O)oc2ccccc21)NCc1ccco1	0.89	7	3	0	11	1	-5	-2	0.93
O=C(c1ccc2nc(-c3ccccc3)c(-c3ccccc3)nc2c1)N1CCCCC1	0.85	8	-4	-2	15	1	-8	-2	0.92
CCN(CC(=O)Nc1ccc(NC(C)=O)cc1)C(=O)CCCc1nc2ccccc2s1	1.2	-6	8	-2	-19	0	-5	-1	1.1
CCC(=O)Nc1cccc(C(=O)c2ccc(C)c(C)c2)c1	0.86	0	24	-3	14	-1	-5	0	1
COc1ccc(S(=O)(=O)NCCCCC(=O)O)cc1C(=O)O	1	-6	1	1	-3	2	-7	-3	1.1
S=C(NCc1ccc2[nH]c3c(c2c1)CCCC3)Nc1ccccc1Cl	0.95	-30	17	-7	5	-24	-2	-5	1.3
CCN(N=O)[C@@H](Cc1ccccc1)CN(N=O)[C@@H](Cc1ccccc1)CN(C)N=O	1.1	-8	11	-3	-6	1	-6	3	1.1
O=S1(=O)CCN2C(Cc3ccc(SC(F)F)cc3)=CSC2=N1	0.92	8	1	-2	8	-1	-3	-3	0.92
Cc1cccc(OC(C)C(=O)N2CCc3ccccc3C2)c1 (stereo not given)	1.2	1	37	-1	-19	2	-5	-5	0.99
NS(=O)(=O)c1ccc(NC(=O)COC(=O)CC2Sc3ccccc3NC2=O)cc1 (stereo not given)	1.1	9	-5	-2	-14	4	-5	-2	0.91
